ADAM17 inh = ADAM17 inhibition, QFRET primary screen | P78536 | recombinant ADAM17, EDANS/DABCYL FRET peptide cleavage | inhibition, % at 6.95 µM | 370,000 tested, 0.83% active;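 active = inhibition above the mean of compounds lying between control limits plus 3 SD, set per campaign, cut at about 8.5% in these data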;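 note: 0% = DMSO-only wells as the low control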
DDE Tn6 FP inh = disrupts Tn6 cyclic peptide binding to fibrin D-Dimer-E complex; Fibrin DD(E) TRITC-Tn6 fluorescence polarization displacement; inhibition, % at 8.3 µM; 370,000 tested, 0.21% active;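 active = inhibition above a per-campaign cutoff: mean of compounds within control limits plus 3 SD, cut at about 15% in these data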;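 note: 0% = median of all compound wells on the plate and 100% = blocking peptide control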
PLC-beta3 inh = PLC-beta3 (human) inhibition, primary screen | Purified PLC-beta3, fluorogenic substrate, fluorescence | inhibition, % at 12.2 µM | 370,000 tested, 0.18% active; in the data active = inhibition above about 11%;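 note: 0% = median of compound wells on plate and 100% = full blocker control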
Target sequence (Q01970 whole entry, looked up): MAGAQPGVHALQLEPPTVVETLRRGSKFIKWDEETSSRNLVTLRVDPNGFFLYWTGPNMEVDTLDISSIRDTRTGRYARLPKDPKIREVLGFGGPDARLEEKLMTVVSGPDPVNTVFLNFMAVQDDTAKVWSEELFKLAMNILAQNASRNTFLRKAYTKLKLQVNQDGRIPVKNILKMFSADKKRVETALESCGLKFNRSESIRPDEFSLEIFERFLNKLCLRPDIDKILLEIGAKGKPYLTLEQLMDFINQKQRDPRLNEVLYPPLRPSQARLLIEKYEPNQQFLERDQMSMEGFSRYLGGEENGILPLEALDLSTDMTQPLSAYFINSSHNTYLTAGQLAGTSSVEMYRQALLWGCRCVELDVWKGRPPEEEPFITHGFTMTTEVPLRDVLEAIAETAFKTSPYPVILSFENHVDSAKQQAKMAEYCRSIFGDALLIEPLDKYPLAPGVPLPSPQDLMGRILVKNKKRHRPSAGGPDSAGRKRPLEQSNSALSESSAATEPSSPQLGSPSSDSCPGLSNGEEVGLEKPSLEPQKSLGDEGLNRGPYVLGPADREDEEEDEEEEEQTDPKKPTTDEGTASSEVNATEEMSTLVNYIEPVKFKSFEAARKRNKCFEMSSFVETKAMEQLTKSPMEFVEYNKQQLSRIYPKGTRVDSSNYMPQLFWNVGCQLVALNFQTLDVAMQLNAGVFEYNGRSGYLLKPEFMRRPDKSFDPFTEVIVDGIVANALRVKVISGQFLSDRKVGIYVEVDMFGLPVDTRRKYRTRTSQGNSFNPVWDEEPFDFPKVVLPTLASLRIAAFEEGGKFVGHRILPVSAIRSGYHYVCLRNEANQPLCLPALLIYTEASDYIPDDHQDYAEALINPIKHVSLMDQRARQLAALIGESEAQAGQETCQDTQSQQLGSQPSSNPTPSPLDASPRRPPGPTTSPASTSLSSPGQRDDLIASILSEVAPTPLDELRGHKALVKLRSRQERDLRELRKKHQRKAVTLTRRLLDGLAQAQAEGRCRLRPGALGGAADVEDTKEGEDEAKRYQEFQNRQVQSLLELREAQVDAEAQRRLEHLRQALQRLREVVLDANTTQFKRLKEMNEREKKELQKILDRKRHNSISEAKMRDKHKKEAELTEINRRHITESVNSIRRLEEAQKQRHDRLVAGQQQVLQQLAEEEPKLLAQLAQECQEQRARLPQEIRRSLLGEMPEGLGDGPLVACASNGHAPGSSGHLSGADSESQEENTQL
UHRF1 binding = blocks human UHRF1 binding to methylated DNA; inhibition, % at 4.4 µM; UHRF1 binding to methylated oligo, TR-FRET; AID 687016; 370,000 tested, 0.75% active; in the data active = inhibition above about 21%;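 note: UHRF1 SRA domain binding a hemimethylated CpG hairpin DNA probe; 0% = median of test compound wells and 100% = reference inhibitor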
ASAP1 GAP inh = blocks human ASAP1-stimulated Arf1 GTP hydrolysis; inhibition, % at 16.5 µM; GDP FP detection; 360,000 tested, 0.19% active; AID 624377; in the data active = inhibition above about 25%;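 note: 0% = vehicle with enzyme and substrate and 100% = no enzyme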
KLK7 zymogen act = proKLK7 (human) activation, primary screen; purified proKLK7, EDANS-DABCYL substrate fluorescence; 100% is mature enzyme control, 0% vehicle; activation, % at 7 µM; 370,000 tested, 0.9% active; P49862;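 active = activation above the mean of all tested compounds plus 3 SD, computed per campaign excluding outliers beyond control limits, cut at about 13% in these data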
DDE Tn7 FP inh = inhibitors of Tn7 peptide binding to human fibrin DD(E) | P02675 | FP displacement of FITC-Tn7 peptide from fibrin DD(E); 0% = median of compound wells per plate | inhibition, % at 8.3 µM | 370,000 tested, 0.13% active;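 active = inhibition above the mean of compounds falling within the control limits plus 3 SD of them, cut at about 14% in these data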;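 note: 0% = plate median of compound wells and 100% = 10 µM Aha-Tn7 peptide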
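System: human fibrin DD(E); quantity: Fibrin-DD(E) at 2 µM final; also added: fluorescent Tn7 probe at 0.1 µM; compound dosing: single nominal test concentration of 8.3 µM per compound; schedule: 10 min preincubation, 3 h with tracer, room temperature; detection: fluorescence polarization of the labelled Tn7 tracer; repeats: one replicate per compound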
ARFGAP1 inhibitor = inhibitors of rat ARFGAP1 | Q62848 | Arfgap1-stimulated ARF1 GTP hydrolysis, GDP FP detection | inhibition, % at 16.5 µM | 360,000 tested, 0.26% active | AID 651572;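 active = inhibition above a per-plate limit, mean inhibition of low control wells plus 3 SD, cut at about 25% in these data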;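 note: 0% = DMSO wells with enzyme and 100% = wells lacking Arfgap1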
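Replicates: Single well per compound | Assay system: Truncated rat Arfgap1 GAP domain | Control set: No-Arfgap1 wells (100%) versus DMSO full-reaction wells (0%) | Times: Enzyme reaction 120 min at 25 °C after 20 min preincubation | Reagent: Human ARF1(Δ1-17)-GTP substrate | Measured by: Tracer-displacement fluorescence polarization with EDTA stop, 620/688 nm | Measure: Percent inhibition of Arfgap1-stimulated GTP hydrolysis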
PLC-gamma1 inh = inhibitors of human phospholipase C gamma1. purified PLC-gamma1, fluorogenic substrate, fluorescence. 370,000 tested, 0.84% active. AID 720700. P19174. inhibition, % at 12.2 µM; in the data active = inhibition above about 9.5%
MBD2 inh = blocks human MBD2 binding to methylated DNA; inhibition, % at 4.4 µM; TR-FRET, MBD2 binding to methylated oligonucleotide; 370,000 tested, 0.31% active; in the data active = inhibition above about 13%
Starred values were filed as active, the others as inactive; / = not tested or not shown.

nr	molecule	ADAM17 inh	DDE Tn6 FP inh	PLC-beta3 inh	UHRF1 binding	ASAP1 GAP inh	KLK7 zymogen act	DDE Tn7 FP inh	ARFGAP1 inhibitor	PLC-gamma1 inh	MBD2 inh
1	CCCN(CC(=O)Nc1ccc(OC)c(OC)c1)CC(=O)Nc1ccc(F)c(F)c1F	1	8	5	-2	-9	0.9	-3	0	3	-10
2	CCCCN(C(=O)CSc1nnnn1-c1ccccc1OC)C1CCS(=O)(=O)C1 (stereo unspecified)	-5	0	-8	3	3	0.6	8	4	-1	4
3	C[C@H](CO)N1C[C@H](C)[C@H](CN(C)C(=O)c2ccccc2)Oc2cc(Br)ccc2S1(=O)=O	-3	-3	-1	0	-4	-0.6	-4	0	1	0
4	Cc1cc2cc(CCNC(=O)CCc3ccccc3)c(=O)[nH]c2cc1C	-17	1	-1	-2	18	0.0	2	2	-4	-1
5	O=C(c1ccc(NS(=O)(=O)c2ccc3[nH]c(=O)[nH]c3c2)cc1)N1CCCCC1	-1	0	-6	1	7	0.5	-3	-8	5	4
6	CCCCn1c(N)c(N(CCOC)C(=O)COC(=O)CCOc2ccc(C)cc2)c(=O)[nH]c1=O	-5	-2	-6	-1	2	0.1	-3	10	-1	1
7	CCCCN(C)C(=O)c1cc2c(s1)-c1ccccc1S(=O)(=O)C2	0	6	-11	2	7	-0.1	-2	-14	3	2
8	Cc1ccc(N2C(N)=C(C#N)C(c3cccnc3)C3=C2CCCC3=O)cc1 (stereo unspecified)	-2	0	-64	-1	-2	0.9	5	-3	-53	-3
9	COCC(=O)Nc1ccc2c(c1)OCC(=O)N2Cc1ccc(C)cc1	0	10	-7	0	-6	-0.1	1	0	-1	1
10	CCOC(=O)c1c(C)nn(-c2ccc(NC(=O)c3c(C)noc3C)cc2)c1C	0	1	1	9	-11	-0.6	-9	17	4	0
11	Cc1ccc(-n2cnc(=O)c3cccnc32)cc1	-1	2	-1	-1	8	-0.3	-10	-8	3	2
12	CC(=O)c1ccc(OC2(C)CCN(Cc3ccc(OC(F)(F)F)cc3)C2)cc1 (stereo unspecified)	-7	-2	-2	2	-1	-0.4	-2	-8	2	4
13	CC1(C(=O)Nc2cccc(OC(F)(F)F)c2)Cc2c(-c3cccc(C(F)(F)F)c3)ccnc2O1 (stereo unspecified)	5	1	6	2	-6	-0.3	1	0	3	0
14	COCc1ccc(C(=O)NC(C)c2cnn(-c3ccccc3C)c2C)o1 (stereo unspecified)	-4	-1	-9	-2	-3	0.5	2	4	-2	0
15	COCCN(CC(=O)Nc1ccccc1C(F)(F)F)C(=O)/C=C/c1ccc2ccccc2n1	-10	-4	-7	-2	-2	-0.3	0	16	-4	-7
16	COc1ccccc1C(=O)Nc1nc2ccc(S(C)(=O)=O)cc2s1	-3	1	-2	1	0	-0.1	-7	-3	0	-1
17	Cc1ccccc1NC(=S)NCC(c1cccnc1)N1CCOCC1 (stereo unspecified)	-1	-3	2	0	1	0.1	6	-2	1	1
18	COc1ccc(C2Nc3ccccc3C(=O)N2c2ccc(Cl)cc2)cc1Cn1cc([N+](=O)[O-])cn1 (stereo unspecified)	-14	-4	-42	0	13	-0.5	-2	-3	-38	3
19	O=C(NN1C(=O)C2C(C1=O)C1C=CC2C12CC2)c1ccc(Cl)cc1 (stereo unspecified)	-4	1	4	2	-3	0.4	5	-15	5	-4
20	C=C(C)[C@@H]1CC=C(CN2CCC(N3CCC(C(=O)N4CCCC4)CC3)CC2)CC1	-1	-3	-1	3	6	-0.3	-5	4	1	2
21	CCOC(=O)c1c(Cc2ccc(Cl)cc2)c[nH]c1C	11*	3	1	2	-23	0.6	-9	4	4	-6
22	CC1=CCC2C(=O)N(c3ccc(OC(=O)c4ccco4)cc3)C(=O)C2C1 (stereo unspecified)	-8	-2	-7	-1	2	-0.2	9	-4	1	4
23	CCOc1ccc(C(O)(c2ccccc2)C(CN2CCCC2)c2ccccc2)cc1 (stereo unspecified)	-2	4	0	-2	-6	0.0	11	-1	4	-7
24	COc1cccc(-n2c(=S)sc3c(=O)n(-c4ccccc4OC)c(=S)[nH]c32)c1	0	-6	-3	0	-1	0.1	-11	-12	1	-5
25	CCc1nnc(NS(=O)(=O)c2ccc(N3C(=O)c4ccc(C(=O)O)cc4C3=O)cc2)s1	-5	-6	2	12	-8	0.2	6	4	3	4

Among those listed so far, three contain a Cl atom.
nr	molecule	ADAM17 inh	DDE Tn6 FP inh	PLC-beta3 inh	UHRF1 binding	ASAP1 GAP inh	KLK7 zymogen act	DDE Tn7 FP inh	ARFGAP1 inhibitor	PLC-gamma1 inh	MBD2 inh
18	COc1ccc(C2Nc3ccccc3C(=O)N2c2ccc(Cl)cc2)cc1Cn1cc([N+](=O)[O-])cn1 (stereo unspecified)	-14	-4	-42	0	13	-0.5	-2	-3	-38	3
19	O=C(NN1C(=O)C2C(C1=O)C1C=CC2C12CC2)c1ccc(Cl)cc1 (stereo unspecified)	-4	1	4	2	-3	0.4	5	-15	5	-4
21	CCOC(=O)c1c(Cc2ccc(Cl)cc2)c[nH]c1C	11*	3	1	2	-23	0.6	-9	4	4	-6

Carrying on:
nr	molecule	ADAM17 inh	DDE Tn6 FP inh	PLC-beta3 inh	UHRF1 binding	ASAP1 GAP inh	KLK7 zymogen act	DDE Tn7 FP inh	ARFGAP1 inhibitor	PLC-gamma1 inh	MBD2 inh
26	CCCn1c(NCc2ccccc2NS(=O)(=O)c2ccc(C)cc2)nc2ccccc21	-1	7	-2	0	-10	0.5	1	11	0	8
27	COc1ccc(OC)c(C2C=C(c3ccc(C)c(C)c3)Nc3nnnn32)c1 (stereo unspecified)	-4	4	-78	-1	1	0.1	-5	-8	-60	2
28	Fc1ccccc1CN1CCCN(C(=S)Nc2cccc(Cl)c2)C1	-5	-4	-7	17	-6	0.3	5	-2	0	9
29	CN(C(=S)NC(=O)C1CCCC1)c1ccccc1	0	-6	4	2	-6	-0.4	-8	-4	1	-1
30	O=C(O)c1ccccc1SCc1cn2ccccc2n1	1	-2	-2	-4	-11	-0.3	-6	-13	-2	-2
31	COc1ccc(S[C@]2(C(=O)N3CCN(C(C)=O)CC3)CC(=O)N(C(=O)C3CC3)[C@@H]2c2ccc(OC)cc2)cc1	-1	-1	-1	2	/	0.5	2	/	-1	-1
32	CC(=O)c1ccc(S(=O)(=O)N2CCCC(N(C)CCc3ccccc3)C2)cc1 (stereo unspecified)	1	-2	-2	1	0	0.3	-7	-2	4	3
33	COc1ccc(C(=O)N2CCN(c3ncnc4c(-c5ccccc5)nsc34)CC2)cc1	-3	-7	2	0	-2	0.7	2	9	4	1
34	CCOC(=O)c1nnn2c1nc(N1CCN(C)CC1)c1ccccc12	-5	-1	-16	7	6	0.2	11	-21	-4	0
35	CC#CCN(CC#CC)S(=O)(=O)c1ccc(-n2cnnn2)c(OC)c1	-2	1	-3	0	5	0.2	0	-3	2	2
36	CCC(C)[C@@H](C(=O)N1CCNCC1)n1cc(CCCCN)nn1 (stereo partly specified)	-6	-6	3	8	-10	0.0	-1	11	5	9
37	O=S(=O)(Nc1nc(-c2ccco2)c(-c2ccco2)s1)c1ccc(F)cc1F	-10	-3	-51	59*	-7	1.4	4	-14	-24	23*
38	COC(=O)c1cc(S(=O)(=O)NCC2CCN(CCc3cccs3)CC2)c[nH]1	-2	1	0	1	4	0.3	2	1	2	1
39	CC(C)(C)NC(=O)CN(CCc1ccccc1)C(=O)c1csnn1	-2	3	-2	6	-11	0.0	6	-1	4	1
40	CC1CCN(CC(O)COCCC23CC4CC(CC(C4)C2)C3)CC1 (stereo unspecified)	-1	2	1	-2	0	0.5	15*	-6	3	1
41	COc1ccc(-c2nc3c(C)cc(Br)cn3c2CC(C)(C)C)cc1OC	-1	-6	-14	21	10	0.1	1	3	-8	8
42	Cn1c(=O)cc(Cl)[nH]c1=O	-5	9	1	1	-2	-0.1	0	-10	0	6
43	O=C(CCc1ccccc1)NCCc1ccc(F)cc1	-4	3	-9	-1	7	0.4	0	-4	-2	-4
44	Cn1c(=O)c(=O)n(C)c2cc(S(=O)(=O)NCCOc3ccccc3)ccc21	-1	-1	1	-2	-3	-0.3	-1	1	1	-7
45	COc1ccc(NC(=O)CCCn2c(=O)c3sccc3n(Cc3ccccc3)c2=O)cc1	0	6	1	-1	-1	-1.5	3	10	3	-3
46	CCN(CC)C(=O)C1CC(=O)OC1(C)C (stereo unspecified)	-6	3	1	1	-3	0.5	0	10	-2	4
47	O=C(/C=C/c1c(Cl)cccc1Cl)n1cccn1	0	6	-2	1	-9	-0.2	-3	3	2	-2
48	CCCNC(=O)CCNC(=O)c1ccc(C(C)(C)C)cc1	-2	1	3	-1	2	-0.7	4	6	-1	1
49	CC(C)[C@H](NS(=O)(=O)c1ccccc1)C(=O)OCC(=O)NC(=O)NC1CCCCC1	2	-1	2	2	4	0.1	-6	9	2	3
50	O=C(NCCc1ccc(C(F)(F)F)cc1)C1CC(=O)N(Cc2ccccc2)C1 (stereo unspecified)	-6	-2	-6	-1	4	0.1	-1	-1	4	-1
51	O=C1OC(c2ccccc2)=C/C1=C/N1CCCCC1	3	2	-9	3	-6	-0.5	-8	4	-2	-3
52	NC(=O)c1nc[nH]c1C(=O)Nc1cccc(NC(=O)c2cccc(C(F)(F)F)c2)c1	-2	-3	0	0	0	0.6	-1	12	2	4
53	Cc1cc(C)c(CN2CCN(Cc3ccc(C)o3)C(CCO)C2)c(-n2cccn2)c1 (stereo unspecified)	-3	2	-3	15	-3	0.8	2	-8	-4	5
54	COC(=O)c1ccc(N2C(c3cccc(OC)c3)=Cc3ccc(F)cc3C2c2c(C)[nH]c3ccccc23)cc1 (stereo unspecified)	0	15	-14	-3	12	0.5	3	2	-9	-4
55	Cc1cc(S(=O)(=O)NCCCN2CCOCC2)ccc1Br	-8	2	-1	-1	4	0.0	1	3	-1	-7
56	COc1cccc(NC(=S)/C(=C(\[O-])c2ccc([N+](=O)[O-])cc2)[n+]2ccccc2)c1	-4	-5	-8	2	15	0.4	-3	1	2	4
57	CC(C)C(=O)Nc1ccc(NC(=O)c2cccc(F)c2)cn1	-7	0	-1	-5	-5	0.5	-7	-8	-3	0
58	CCCCn1c(N)c(N(CCC(C)C)C(=O)C2CCN(C(=O)c3ccccc3C)CC2)c(=O)[nH]c1=O	-6	-3	0	-1	-8	0.1	-4	-3	3	1
59	CCc1ccc(CC(=S)N2CCOCC2)cc1	-2	-9	2	-1	-13	0.6	0	-1	3	4
60	CCOC(=O)CSc1nc(C)cc(C)c1C#N	-14	-1	-66	0	-19	30*	-1	-1	-57	-1
61	COc1ccc(CCC(=O)Nc2cccc(S(=O)(=O)N3CCCCCC3)c2)cc1OC	-3	7	-8	0	12	0.2	1	-2	-1	1
62	O=S(=O)(NNc1ncc(C(F)(F)F)cc1Cl)c1ccccc1	0	0	-4	0	-1	0.1	-3	-8	1	0
63	COC(=O)C1CCN(C(=O)COC(=O)c2ccc(OC)c(S(=O)(=O)N3CCCc4ccccc43)c2)CC1	0	-7	0	-1	-8	0.2	-3	10	1	1
64	COc1cccc(/C=C2\CC3(OC(=O)C4CCCCC4)CCCN2C3)c1 (stereo unspecified)	-2	-7	-6	2	/	-0.1	6	/	-9	0
